Screens: PubChem, several laboratories
Myeloid diff MLP – myeloid differentiation induction | calls only at 10 µM | AID 624256 | 1% of 360,000 active | ER-HoxA9 myeloid progenitors, lysozyme-GFP differentiation, flow cytometry;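 active = normalized GFP-positive differentiation at or above the plate's own cutoff, the solvent-only control mean plus 3 SD; inconclusive = no clear call, values can overlap the other calls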;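 also: cells exposed to compound for four days before flow analysis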
KOR beta-arrestin-1 – KOR agonists, beta-arrestin recruitment, primary screen, cell-based, luminescence, uHTS (AID 1777); KOR beta-arrestin recruitment, luminescence; higher % means a stronger effect; 0.02% of 280,000 active; activation, % at 10 µM; hits with a dose series show EC50 in µM; in the data active = activation above about 50%, passing the limit was not always enough; also: a part of the inactive calls stands beside numbers as strong as those of hits
NOD2 inhibition – NOD2 signaling inhibitors, cell-based, luminescence, uHTS, HEK293 (AID 1566) | HEK293 NOD2/NF-kB luciferase reporter, luminescence; higher % means a stronger effect | one-dose inhibition, % at 4 µM; EC50 in µM for titrated hits | 0.63% of 290,000 active; also: many of its hits are not listed in these tables
LYP inhibition – inhibitors of LYP phosphatase, biochemical, fluorescence intensity, uHTS (AID 1779); recombinant LYP phosphatase, fluorescence intensity; higher % means a stronger effect; one-dose inhibition, % at 11.5 µM; IC50 in µM for titrated hits; 0.054% of 290,000 active;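 also: plate controls were vehicle with enzyme for no effect and no enzyme for full effect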
SIAH1 antagonists – Siah-1 peptide-binding antagonists, primary screen, biochemical, fluorescence polarization, rhodamine-plectin, uHTS (AID 1817); Siah-1 / rhodamine-plectin peptide fluorescence polarization; higher % means a stronger effect; one-dose displacement, % at 20 µM; IC50 in µM for titrated hits; 0.02% of 290,000 active;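 active = displacement of at least 50% at 20 µM, with a fluorescence ratio check between 0.3 and a set limit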;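 also: plate controls were Siah plus tracer with DMSO for no effect and tracer alone without Siah for full effect; strong numbers were not always called active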
HIV fusion peptide – inhibitors of HIV fusion peptide binding, primary screen, biochemical, uHTS, fluorescence dequenching (AID 1986); inhibition, % at 20 µM; hits with a dose series show IC50 in µM; cell-free peptide binding, fluorescence dequenching, 30 min; higher % means a stronger effect; 0.3% of 290,000 active; in the data active = inhibition mostly above about 52%, no sharp cut-off; inactive = mostly below about 76%; also: some results filed as inactive read as strong as hits
KOR beta-arrestin-2 – KOR antagonists, beta-arrestin recruitment, cell-based, luminescence, uHTS (AID 1778) | KOR beta-arrestin recruitment, luminescence, antagonist mode; higher % means a stronger effect | inhibition, % at 10 µM; hits with a dose series show IC50 in µM | 0.091% of 290,000 active; also: strong numbers were not always called active
NOD1 inhibition – inhibition of NOD1-driven NF-kB reporter – cell-based, luminescence, uHTS, primary screen (AID 1578); NOD1-driven NF-kB luciferase reporter cells, luminescence; higher % means a stronger effect; 1% of 290,000 active; inhibition, % at 4 µM, or EC50 in µM where a hit was titrated; in the data active = inhibition mostly above about 36%, no sharp cut-off; inactive = mostly below about 34%;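 also: HEK-293T reporter cells stimulated with the NOD1 agonist gamma-tri-DAP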
Salmonella PhoP GFP – PhoP-dependent GFP reporter repression – Salmonella Typhimurium, primary screen (AID 1863) | S. Typhimurium PhoP-regulated promoter GFP reporter, 4 h; higher % means a stronger effect | inhibition, % at 50 µM, or IC50 in µM where a hit was titrated | 0.16% of 300,000 active;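 active = inhibition over 29.93%, a cutoff 3 SD above the screen mean, later confirmed by dose response; inconclusive = inhibition over 29.93% but no dose response follow-up; inactive = inhibition at most 29.93% or unconfirmed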;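 also: 0% = low Mg2+ inducing control and 100% = high Mg2+ repressing control; strong numbers were not always called active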
Myeloid diff MLP GFP+ MAC1+ % – second read-out of Myeloid diff MLP, no call of its own (marks repeat the call); GFP+ MAC1+ double positive, %; measured here: differentiation confirmed by MAC1 staining
* = called active by the depositor; i = inactive; ? = inconclusive; / = not tested or not shown; [ ] = remark or other dose. Rule as the data show it, unless noted: active = inhibition above about 50%; inactive = the rest. This is a subset; count on the stated rates, not on these rows.

Molecule,Myeloid diff MLP,Myeloid diff MLP GFP+ MAC1+ %,KOR beta-arrestin-1,NOD2 inhibition,LYP inhibition,SIAH1 antagonists,HIV fusion peptide,KOR beta-arrestin-2,NOD1 inhibition,Salmonella PhoP GFP
Cc1cccc(NC(=O)c2nc[nH]c2C(=O)N[C@@H](Cc2ccccc2)C(=O)OCc2ccccc2)c1,i,0.7,0.0%,18%,9%,10%,-0.8%,20%,2%,-7%
CC(C)[C@H](NC(=O)N1CCn2c1nc1ccccc12)C(=O)NCc1ccc(F)cc1,i,1.4,/,-10%,-7%,-1%,-1.1%,/,-2%,-4%
COc1cc(C(=O)NNC(=O)CNC(=O)c2ccc(Br)o2)cc(OC)c1OC,i,5.0,-0.1%,-13%,-8%,7%,0.1%,9%,-52%,7%
Cc1ccc(/C=c2\sc3nc(-c4ccccc4Br)nn3c2=O)o1,i,1.3,8.4%,9%,5%,-2%,24%,25%,-5%,-4%
Cc1ccc(N(CC(=O)NCC2CCCO2)S(=O)(=O)c2ccccc2)c(C)c1 (stereo not drawn),i,0.6,0.8%,-10%,-7%,-2%,-0.4%,-33%,-22%,2%
CC(C)Sc1oc(-c2ccco2)nc1S(=O)(=O)c1ccc(F)cc1,i,1.1,-0.2%,7%,2%,13%,36%,-12%,-4%,3%
COc1cc(OC)nc(NC(=O)CS(=O)(=O)c2ccccc2)n1,i,1.0,19%,10%,-4%,-4%,18%,-22%,-12%,-1%
Cc1sc2nc(CN3CCCC3)nc(NCc3ccncc3)c2c1C,i,1.5,-4.8%,16%,-5%,-5%,-0.5%,12%,-12%,4%
CCCC(c1nnnn1CCOC)N1CCN(c2cccc(OC)c2)CC1 (stereo not drawn),i,0.4,-2.7%,5%,-9%,3%,0.4%,9%,5%,-4%
O=[N+]([O-])c1ccc(C=Nc2ccc(Cl)cc2Cl)s1,?,/,-2.0%,-67%,-1%,-6%,0.9%,-45%,33%,-5%
CN(C)/C=C/C(=O)c1ncc(C(F)(F)F)cc1Cl,i,0.3,0.6%,7%,-2%,2%,-0.2%,15%,-16%,6%
C[n+]1nc(Nc2cccc3ccccc23)sc1-c1ccc(C(=O)O)cc1,/,/,-1.0%,6%,-2%,1%,-0.7%,23%,-1%,-4%
CCCCCCC1CCC(C(=O)Nn2c(C)nc3ccccc3c2=O)CC1 (stereo not drawn),i,3.7,-0.3%,-42%,-4%,-3%,4.3%,-14%,-1%,-11%
COc1ccc(NS(=O)(=O)c2ccc3[nH]c(=O)[nH]c3c2)cc1OC,i,0.8,6.5%,0%,-6%,-4%,-1.6%,-50%,-15%,-1%
COc1cc(OC)cc(C(=O)NC2CCN(Cc3nnnn3Cc3ccc(F)cc3)CC2)c1,i,0.7,2.3%,6%,-9%,-1%,0.6%,15%[20 µM],-35%,/
CCn1c(=O)c(C(=O)NC(C)C)c(O)c2ccccc21,i,5.4,-4.6%,-17%,-6%,0%,0.3%,12%,1%,-10%
COc1ccccc1C(=O)NC(=S)Nc1ccc(N2CCN(C(=O)c3ccco3)CC2)cc1,i,1.3,8.5%,44%,1%,5%,-1.1%,-49%,41%,11%
CCCCN(CC)CCNC(=O)C1CCN(S(=O)(=O)c2cccc3nsnc23)CC1,i,0.0,-5.3%,14%,-8%,-3%,-1.5%,18%,7%,6%
COc1ccc(S(=O)(=O)N(CCc2ccccc2)CC(N)=O)cc1,i,0.3,0.6%,-4%,-1%,5%,-0.2%,-3%,-21%,12%
Cc1ccc(NC(=O)c2ccccc2NC(=O)c2cccnc2)cc1,i,0.6,1.7%,4%,-7%,-3%,0.0%,3%,3%,3%
C/C=C\C=C\C(=O)Nc1cccc(C2=NOC3(C2)C[C@@H](C(N)=O)N(C(=O)C(c2ccccc2)c2ccccc2)C3)c1 (stereo partly drawn),i,0.9,4.1%,14%,11%,-4%,7.5%,17%,-8%,3%
O=C(O)COc1ccc(Nc2ccccc2)cc1,i,0.0,-1.0%,6%,-1%,3%,0.8%,-9%,-38%,-4%
Cc1ccc(C)c(S(=O)(=O)NC(CCC(N)=O)C(=O)O)c1 (stereo not drawn),i,0.8,7.1%,-8%,-1%,4%,1.1%,-3%,-17%,/
O=C(O)CNS(=O)(=O)c1ccc2c(c1)Cc1cc(S(=O)(=O)NCC(=O)O)ccc1-2,i,0.5,3.5%,6%,-12%,0%,4.0%,1%[20 µM],7%,-4%
CC(C)Cn1c(-c2cccs2)nc2ccccc21,i,1.4,-2.5%,11%,-4%,4%,1.3%,20%,13%,7%

Compound profiles (already shown). Order of screens: Myeloid diff MLP | Myeloid diff MLP GFP+ MAC1+ % | KOR beta-arrestin-1 | NOD2 inhibition | LYP inhibition | SIAH1 antagonists | HIV fusion peptide | KOR beta-arrestin-2 | NOD1 inhibition | Salmonella PhoP GFP
`Cc1ccc(NC(=O)c2ccccc2NC(=O)c2cccnc2)cc1` is listed as i | 0.6 | 1.7% | 4% | -7% | -3% | 0.0% | 3% | 3% | 3%
`CC(C)Cn1c(-c2cccs2)nc2ccccc21` is listed as i | 1.4 | -2.5% | 11% | -4% | 4% | 1.3% | 20% | 13% | 7%
`Cc1sc2nc(CN3CCCC3)nc(NCc3ccncc3)c2c1C` is listed as i | 1.5 | -4.8% | 16% | -5% | -5% | -0.5% | 12% | -12% | 4%
`O=[N+]([O-])c1ccc(C=Nc2ccc(Cl)cc2Cl)s1` is listed as ? | / | -2.0% | -67% | -1% | -6% | 0.9% | -45% | 33% | -5%

(further entries)
Molecule,Myeloid diff MLP,Myeloid diff MLP GFP+ MAC1+ %,KOR beta-arrestin-1,NOD2 inhibition,LYP inhibition,SIAH1 antagonists,HIV fusion peptide,KOR beta-arrestin-2,NOD1 inhibition,Salmonella PhoP GFP
Cc1ccc(N2C(=N)/C(=C3/Nc4ccccc4S3)C(c3ccccc3)C2=O)cc1 (stereo not drawn),i,0.0,2.0%,-30%,19%,-3%,15%,-41%,-36%,-4%
S=c1[nH]nc(Cn2cnc3ccccc32)n1-c1ccccc1,i,1.1,-2.2%,11%,0%,3%,0.7%,-12%,-45%,-1%
CC(C)(C)c1ccc(-c2n[nH]c(=S)n2C2CCCC2)cc1,i,4.6,-7.4%,30%,2%,1%,0.4%,-14%,34%,1%
COc1ccc(C(=O)N/C(=C\c2ccco2)C(=O)NCCCn2ccnc2)cc1,i,0.5,5.1%,21%,-4%,-14%,2.7%,11%,24%,0%
Cc1cc(C(=O)Nc2cccnc2)cs1,i,1.0,-2.9%,-5%,-5%,1%,0.7%,-2%,-19%,9%
COC(=O)c1c(C)[nH]c(C(=O)/C=C/c2ccccc2Cl)c1C,i,0.8,3.0%,-138%,-5%,-9%,-0.7%,19%,0%,-7%
CC(C)OC(=O)/C(=C/c1ccco1)c1ccccc1,i,0.6,3.8%,0%,3%,1%,8.1%,-6%,-8%,2%
Cc1ccc(OCCNS(=O)(=O)c2ccc(N3CCCC3=O)cc2)cc1,i,0.6,-0.4%,0%,-3%,18%,0.3%,-5%,-25%,14%
O=C(O)CCC(=O)Nc1cccc(C(=O)Nc2ccc(Br)cc2)c1,i,0.4,7.2%,-11%,2%,-2%,2.5%,-5%,-25%,-3%
N#Cc1c(N)sc2c1CCN(C(=O)OCc1ccccc1)C2,i,4.3,-1.2%,-4%,-7%,-2%,18%,-1%,-24%,3%
O=S(=O)(c1cccc(S(=O)(=O)N2CCC(N3CCCCC3)CC2)c1)N1CCOCC1,/,/,17%,-2%,-4%,-1%,0.6%,-33%,-6%,3%
N#C/C(=N\Nc1cccc(F)c1)C(=N)N1CCCCCC1,i,0.2,-2.7%,-127%,-3%,9%,-0.9%,28%,-62%,6%
COCCCN(CCNC(=O)c1ccc(NC2=NC3CS(=O)(=O)CC3S2)cc1)Cc1ccco1 (stereo not drawn),i,1.5,-5.5%,-7%,-3%,3%,1.1%,-4%[20 µM],-33%,/
CN1C(=O)/C(=C/c2cccc(Cl)c2)Sc2ccc(C(=O)N3CCCC3)cc21,/,/,3.3%,40%,-6%,4%,-0.5%,-21%,37%,-12%
CCC(C)NCCOc1ccccc1C (stereo not drawn),i,1.1,-0.1%,-2%,-12%,-4%,-0.8%,-46%[20 µM],41%,4%
CN(C)C(=O)[C@H]1C[C@H]1[C@@H](O)[C@H](CO)NC(=O)[C@H](COCc1ccccc1)NC(=O)OC(C)(C)C,i,1.7,0.2%,-12%,-15%,-7%,-1.6%,2%[20 µM],18%,1%
COC(=O)[C@@]1(Cc2ccc(OC)cc2)[C@H]2c3cc(C(=O)N(C)C)[nH]c3C[C@H]2CN1C(=O)c1ccccc1,i,1.0,-1.5%,7%,-3%,-3%,-1.4%,7%,-14%,6%
Cc1ccccc1Nc1c([N+](=O)[O-])ccc2c1=NC1(CCCCC1)N=2,i,4.5,-1.4%,20%,-5%,-7%,0.1%,-10%,-9%,-10%
CC(C)C1N=C2c3ccccc3N=C(SCc3cc(=O)n4cc(Cl)ccc4n3)N2C1=O (stereo not drawn),i,0.9,-1.1%,25%,-10%,-1%,-0.8%,12%,-1%,-12%
[O-]c1n[n+](-c2ccc(Cl)cc2Cl)cc2ccccc12,i,0.4,7.0%,10%,-8%,0%,-1.6%,-16%,-9%,4%
CCc1cc(=O)oc2c3c(cc(OCC(=O)NCc4ccco4)c12)OC(C)(C)CC3,i,4.1,-5.6%,-6%,-12%,-4%,0.6%,5%[20 µM],-32%,-4%
O=C(CN1C2CCCC1CC(NC(=O)c1ccccc1)C2)Nc1ccccc1C(F)(F)F (stereo not drawn),i,4.0,-4.1%,6%,-6%,10%,-0.4%,2%,-9%,10%
CCOC(=O)CSCC(NC(=O)OC(C)(C)C)C(=O)OCC (stereo not drawn),i,1.2,-2.7%,12%,-5%,2%,3.8%,25%,43%,6%
O=C(Nc1ccc(-c2nc3ccccc3c(=O)o2)cc1)c1ccco1,i,0.9,-2.2%,7%,3%,27%,2.6%,27%,-30%,-6%
Cn1c(-c2ccc(F)cc2)cnc1NCc1ccc(F)cc1,i,1.3,0.2%,-4%,-12%,3%,-2.1%,-34%,8%,7%
CCOc1cc(CNC(C)C)c(Cl)cc1OCC(=O)NCCc1ccccc1,i,0.5,-2.1%,9%,-6%,-2%,-1.2%,17%,-19%,-3%
N#CCCCn1c(-c2ccccc2)noc1=O,i,7.2,4.8%,-4%,-6%,2%,2.4%,26%,8%,0%
COc1cc(/C=N/NC(=O)c2cccnc2)ccc1OS(=O)(=O)c1ccc(F)cc1,i,6.8,-4.1%,0%,4%,18%,-0.7%,25%,-19%,-7%
C[C@@H](C(=O)Nc1nc2ccccc2s1)N1C(=O)C2CC=CCC2C1=O (stereo partly drawn),i,0.6,-2.3%,-14%,-3%,-2%,-2.5%,-13%,-54%,3%
CC1(C)CC(=O)c2cc(N=C/C(C(=O)c3ccccc3)=C(\O)c3ccccc3)c(=O)oc2C1,i,0.3,-9.5%,2%,-2%,-6%,2.0%,16%[20 µM],-22%,-9%
